# Mdm2 ligase inh: Mdm2 E3 ligase (human) inhibition; signal enhancement, % at 5 µM; AID 1230; cell-based MDM2 ubiquitination luciferase reporter, 2 h; 0 = plate control, 100 = twice control, blank-subtracted; actives 0.11% (n = 210,000);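 active = signal enhancement of 30% or more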;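 note: luminescence tracks abundance of the self-degrading MDM2-luciferase fusion protein; higher signal means inhibition of MDM2 E3 ligase activity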
#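 system = mammalian cells stably expressing self-ubiquitinating, self-degrading MDM2 E3–luciferase fusion | quantity = 2000 cells per well seeded | incubation = 4 h cell settling then 2 h compound exposure, 37 °C | signal = SteadyLite luminescence, 15 min reagent step | benchmarks = plate control and blank wells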
# EBV gp42 inh: inhibitors of Epstein-Barr virus glycoprotein 42; Fluorescence polarization binding assay, mP read-out; inhibition, % (tested at 21.74 µM); actives 0.42% (n = 220,000); in the data active = inhibition above about 50%
# Runt-CBFb FRET: inhibitors of human RUNX1 Runt domain binding to CBFb; Q01196+Q13951; Cerulean-Runt/Venus-CBFb FRET ratio 530/480, 1 h; inhibition, % at 20 µM; actives 0.46% (n = 220,000); AID 1496;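 active = inhibition over about 50% at 20 µM in the single-dose screen, limit read from the data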;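 note: 0% = DMSO wells and 100% = excess unlabeled CBFb competitor control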
# Target sequence (Q01196 whole entry, looked up, the tested form may be a part): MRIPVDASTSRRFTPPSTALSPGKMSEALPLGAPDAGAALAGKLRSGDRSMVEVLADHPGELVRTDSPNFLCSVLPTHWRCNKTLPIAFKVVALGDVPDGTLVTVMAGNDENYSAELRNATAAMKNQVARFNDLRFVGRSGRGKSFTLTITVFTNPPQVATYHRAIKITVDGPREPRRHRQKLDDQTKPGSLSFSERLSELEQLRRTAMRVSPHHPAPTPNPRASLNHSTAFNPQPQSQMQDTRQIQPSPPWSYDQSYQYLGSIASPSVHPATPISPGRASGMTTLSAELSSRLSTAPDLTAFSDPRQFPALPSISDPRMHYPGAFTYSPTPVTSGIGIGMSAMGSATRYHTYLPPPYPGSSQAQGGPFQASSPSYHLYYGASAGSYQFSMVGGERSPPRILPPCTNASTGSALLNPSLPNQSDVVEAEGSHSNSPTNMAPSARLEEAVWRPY
# Target sequence (Q13951 whole entry, looked up, the tested form may be a part): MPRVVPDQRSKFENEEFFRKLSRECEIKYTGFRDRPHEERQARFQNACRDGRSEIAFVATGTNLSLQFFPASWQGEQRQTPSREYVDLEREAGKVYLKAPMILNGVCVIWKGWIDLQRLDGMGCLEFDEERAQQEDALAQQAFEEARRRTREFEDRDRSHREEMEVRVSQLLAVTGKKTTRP
#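 Measured by: fluorescence energy transfer, 422 nm excitation, 530/480 nm emission; test system: Cerulean-tagged RUNX1 Runt domain (FRET donor) fusion protein; buffer or medium: Tris pH 7.5 buffer with BSA; compound: one dose, 20 µM compound, 1% DMSO; times: two 1 h room-temperature incubations shielded from light; benchmarks: unlabeled CBFb 5 µM, positive control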
# 14-3-3 Bad inh: disrupts binding of bovine 14-3-3 zeta to phospho-Bad peptide. P63103. actives 0.71% (n = 220,000). inhibition, % at 21.7 µM. TR-FRET 14-3-3zeta/Dy647-pBad peptide displacement, 1 h;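 active = inhibition above about 70%, limit read from the data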;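 note: 0% = full 14-3-3 plus peptide FRET controls and 100% = background without 14-3-3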
# Target sequence (P63103 whole entry, looked up): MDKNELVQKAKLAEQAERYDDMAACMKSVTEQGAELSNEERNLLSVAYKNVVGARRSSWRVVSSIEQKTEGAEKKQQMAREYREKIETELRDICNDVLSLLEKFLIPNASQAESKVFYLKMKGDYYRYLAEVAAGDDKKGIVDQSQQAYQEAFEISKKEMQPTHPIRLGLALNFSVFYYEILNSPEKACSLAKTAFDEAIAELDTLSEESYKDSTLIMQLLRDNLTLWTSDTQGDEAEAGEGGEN
# Hck-Nef inh: blocks Nef-activated human Hck kinase | inhibition, % at 20 µM | P08631 | AID 463187 | Recombinant Hck-YEEI plus Nef, Z-Lyte FRET kinase assay | actives 0.68% (n = 220,000);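 active = Hck-Nef kinase inhibition above about 50%, limit read from the data; inactive = inhibition below that limit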;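 note: 0% = DMSO with Hck plus Nef and 100% = Hck alone without Nef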
# zVAD death inh: blocks zVAD induced death of L929 cells; L929 zVAD necroptosis rescue, ATP luminescence, 24 h; with zVAD 60 µM; viability rescue, % at 10 µM; actives 0.38% (n = 220,000); AID 1377;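 active = activation, scaled between plate controls, above about 75%, limit read from the data; inactive = activation under that limit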;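 note: 0% = zVAD with DMSO and 100% = DMSO alone without zVAD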
# TbHK1 inh: blocks Trypanosoma brucei hexokinase 1 activity; recombinant TbHK1, G6PDH-coupled NADH A340; AID 1430; actives 0.11% (n = 220,000); inhibition, % at 10 µM;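 active = inhibition of 50% or more in the single-dose primary screen; inactive = inhibition below 50%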
# Runt-SMMHC FRET: inhibitors of human RUNX1 Runt domain binding to CBFb-SMMHC | actives 0.74% (n = 220,000) | Cerulean-Runt/Venus-CBFb-SMMHC FRET ratio 530/480, 1 h | inhibition, % at 20 µM;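 active = mean inhibition across duplicate retests at 20 µM reaching about 50%, limit read from the data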;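 note: 0% = DMSO wells and 100% = wells with excess untagged CBFb-SMMHC; inhibitors lower the FRET ratio by blocking Runt binding to CBFb-SMMHC; some results filed as inactive read as strong as hits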
# NCF1 inh: inhibitors of human p47phox binding; inhibition, % at 24.7 µM; P14598; AID 1274; actives 0.53% (n = 220,000); p47phox/p22phox peptide binding, fluorescence polarization, 2 h;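 active = inhibition above about 30%, limit read from the data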;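 note: 0% = p47phox with labelled peptide and 100% = labelled peptide alone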
# An asterisk follows results filed as active; x = no result given; [ ] = another dose, or the depositor's remark.
No.	Molecule	Mdm2 ligase inh	EBV gp42 inh	Runt-CBFb FRET	14-3-3 Bad inh	Hck-Nef inh	zVAD death inh	TbHK1 inh	Runt-SMMHC FRET	NCF1 inh
1	NS(=O)(=O)c1ccc(NC(=O)C2C3C=CC(C3)C2C(=O)O)cc1 (configuration not stated)	-4	-17	0	-9	22	4.0	-3	2	-11
2	CCC(C(=O)NC1CCCCC1)n1c(SCc2cccc(C)c2)nc2ccncc21 (configuration not stated)	x	-9	0	-5[fluorescence artefact?]	3	x	1	1	-5
3	COC(=O)COc1ccccc1C(=O)Nc1ccc(OC)cc1	-6	0	0	-12[fluorescence artefact?]	3	1.6	0	-34	0
4	Cc1nonc1NC(=O)c1ccc(Cl)c(S(=O)(=O)N2CCCCC2)c1	-2	-14	-1	3	1	2.4	-4	-2	-7
5	C=CCOc1c(CNC2CCCC2)cc(Cl)cc1OC	-15	-27	1	-6	14	-2.3	1	3	-1
6	CO/N=C/c1cc([N+](=O)[O-])ccc1Sc1ccc(C)cc1	-3	-28	-2	11	0	0.1	-3	-10	-6
7	CC(C)C(c1nnnn1Cc1cccs1)N1CCN(C(=O)c2ccco2)CC1 (configuration not stated)	-9	-11	x	-4	25	0.6	-3	x	0
8	CC1Cc2ccccc2N1C(=O)COc1cccc(-n2cnnn2)c1 (configuration not stated)	-14	10	0	0	0	0.0	0	-1	2
9	CC(C)C[C@H](NC(=O)NCc1ccc(Cl)cc1)C(=O)O	5	-10	-2	10	-11	0.9	-2	3	-3
10	Cc1cccc(C)c1NC(=O)CS(=O)CC(=O)NCC1OCCc2ccccc21 (configuration not stated)	-5	-13	1	-9	0	4.4	-6	0	0
11	O=C1C(c2ccc(F)cc2)N(C2CCCCC2)C(=O)CN1C1CCCC1 (configuration not stated)	-9	-23	-3	3	0	-0.5	44	-3	-31
12	O=C(NC1CCCCC1)C1CN(S(=O)(=O)c2ccccc2)CCN1S(=O)(=O)c1ccccc1 (configuration not stated)	-10	-14	-2	-6	2	-0.1	5	0	-1
13	O=c1cc(NS(=O)(=O)c2ccccc2)nc(SCc2ccccc2Cl)[nH]1	-14	-3	8	-14[fluorescence artefact?]	4	0.0	0	1	-4
14	Cc1ccc(Cl)c2c1NC(=O)C2(O)CC(=O)c1ccc(Br)cc1 (configuration not stated)	-21	-8	1	-8	1	0.8	-6	-7	-24
15	Clc1ccc(OCCN2CCN(c3ncnc4sccc34)CC2)cc1	-27	-4	-1	-2	-7	-0.5	-2	0	-6
16	Cc1cc(C)n2nc(CC(=O)NC3CCCC(C)C3C)nc2n1 (configuration not stated)	-15	-13	-2	11	-1	0.5	1	-3	6
17	COC(=O)CSc1nc(C)c(C(C)=O)cc1C#N	-7	1	-1	-1	1	5.0	-6	-4	-3
18	Cc1ccc(NC(=O)Cn2ccsc2=N)cc1S(=O)(=O)N(C)C	-9	-6	-1	13	-28	-1.4	8	-2	6
19	c1ccc(C2(Cn3ccc4ccccc43)OCCO2)cc1	-5	4	-1	-7	0	-0.1	0	9	-23
20	O=C(COC(=O)c1ccc(Br)cc1)NCCN1C(=O)CSC1=O	-18	-3	0	-1	13	3.2	6	0	5

# Pulled one by one from above, three records:
No.	Molecule	Mdm2 ligase inh	EBV gp42 inh	Runt-CBFb FRET	14-3-3 Bad inh	Hck-Nef inh	zVAD death inh	TbHK1 inh	Runt-SMMHC FRET	NCF1 inh
14	Cc1ccc(Cl)c2c1NC(=O)C2(O)CC(=O)c1ccc(Br)cc1 (configuration not stated)	-21	-8	1	-8	1	0.8	-6	-7	-24
17	COC(=O)CSc1nc(C)c(C(C)=O)cc1C#N	-7	1	-1	-1	1	5.0	-6	-4	-3
2	CCC(C(=O)NC1CCCCC1)n1c(SCc2cccc(C)c2)nc2ccncc21 (configuration not stated)	x	-9	0	-5[fluorescence artefact?]	3	x	1	1	-5

# More structures
No.	Molecule	Mdm2 ligase inh	EBV gp42 inh	Runt-CBFb FRET	14-3-3 Bad inh	Hck-Nef inh	zVAD death inh	TbHK1 inh	Runt-SMMHC FRET	NCF1 inh
21	Cc1cc(C(=O)NCCCN2CCOCC2)n(-c2ccccc2)n1	-15	9	1	5[fluorescence artefact?]	13	0.0	4	0	-15
22	Cc1ccccc1N(CC(N)=O)S(C)(=O)=O	-6	3	-2	-10	-1	-0.2	-1	2	1
23	CC(C)n1nnc2ccccc2c1=O	0	-9	x	-2	2	0.3	2	-2	-9
24	CN(CCC1CCOCC1)C(=O)CC1C(=O)NCCN1Cc1ccoc1 (configuration not stated)	-8	-5	0	-4	5	0.7	-10	-2	-4
25	Cc1ccc(-c2cc(C(=O)NCCCn3ccnc3)no2)cc1	-3	-20	-3	-5	17	60	2	0	-7
26	COc1cccc(NC(C)C(=O)Nc2cc([N+](=O)[O-])ccc2Cl)c1 (configuration not stated)	-14	-8	2	-8	32	0.7	-3	0	-3
27	CCC(=O)Nc1cccc(-c2nc3ccccc3c(=O)o2)c1	-10	-3	-1	7	3	0.9	39	-1	5
28	O=C(Nc1ccccc1C(F)(F)F)c1cccnc1	-21	-5	-1	-7	-1	-0.1	1	-6	-7
29	CC(NC(=O)c1ccccc1NC(=O)CSc1nnnn1C)c1ccccc1 (configuration not stated)	-1	-17	0	-11	-23	0.6	5	-2	-9
30	O=C(Nc1cccc(C(F)(F)F)c1)c1cc(-c2cccs2)on1	1	0	-2	-2	4	1.0	6	1	-9
31	Cc1sc2nc(COC(=O)CNC(=O)c3ccc(C(C)(C)C)cc3)[nH]c(=O)c2c1C	1	-27	-8	-3	1	0.6	19	-6	-58
32	CCOC(=O)c1sc(NC(=O)CSc2nc3ccccc3o2)c(C(=O)OCC)c1C	x	-33	1	-19[fluorescence artefact?]	4	-0.2	-12	2	-15
33	Brc1ccc(C2=CSC3=NCCN23)cc1	-19	10	0	-24	32	0.2	3	-1	-5
34	COc1ccc(OCC(=O)Nc2ccc3oc(-c4ccncc4)nc3c2)cc1	-12	-16	-1	3	18	2.2	-12	-2	-13
35	COc1ccc(/C=N/NC(=O)CCNc2n[nH]c(=O)[nH]c2=O)c(OC)c1	0	-13	-2	-19	23	0.9	-14	-7	-11
36	CCOC(=O)C(C)Sc1nnc(Cc2cc(=O)[nH]c(=O)[nH]2)n1-c1ccc(Cl)cc1 (configuration not stated)	-18	-9	x	4[fluorescence artefact?]	15	0.4	-3	-1	-12
37	CCCCn1c(=O)c(CCC(=O)OC(C)C(=O)Nc2cccc(Cl)c2Cl)nc2ccccc21 (configuration not stated)	1	-23	-1	-4[fluorescence artefact?]	0	0.2	-10	-5	-29
38	Cn1cnc2cc(NC(=O)c3ccco3)ccc21	-19	-7	3	41[fluorescence artefact?]	6	0.9	4	2	-7
39	CCN(CC)S(=O)(=O)c1ccc(C)c(NC(=O)COc2ccc(Cl)cc2Br)c1	-13	-38	0	-9[fluorescence artefact?]	0	-0.5	-2	2	-9
40	COc1ccccc1CCNS(=O)(=O)c1cn(C)c(=O)n(C)c1=O	-3	-23	1	-2	22	-0.5	-5	0	-3
41	CCOC(=O)c1[nH]c2ccc(Br)cc2c1NC(=O)CCN1CCN(C(=O)OCC)CC1	-3	-16	-33	4[fluorescence artefact?]	0	0.4	-13	-8	-10
42	Cc1ccc(CCNC(=O)C2CCN(S(=O)(=O)c3ccc4c(c3)CCC(=O)N4)CC2)cc1	-20	-8	3	-7	-3	1.9	-5	-3	-7
43	Cc1nc(NC(=S)NC(=O)c2ccccc2)sc1C(=O)N(C)C	2	-16	4	6	1	-0.4	-34	-1	-14
44	Nc1cccc(-c2nc3ccccc3s2)c1	-52	3	2	3	-15	0.8	-8	2	-13
45	Cc1ccc(OCC(=O)NCC2CCCO2)c(C)c1 (configuration not stated)	-5	-12	-1	-3	15	2.9	-2	-2	-3
46	CN1C(=O)c2ccccc2C(C(=O)NCC2CCCO2)C1c1c[nH]c2ccccc12 (configuration not stated)	10	-9	-1	-6	-1	1.5	1	2	-12
47	COc1cc(C(=O)OCc2cc3ccccc3[nH]c2=O)cc(OC)c1OC	-6	-19	-2	9	1	0.0	-4	2	1
48	Cc1noc(NC(=O)c2c(-c3c(Cl)cccc3Cl)noc2C)c1[N+](=O)[O-]	-17	-8	0	-10	8	-1.1	-21	1	-10
49	CCC(=O)NNc1nc2c(Cl)cccc2s1	-9	2	3	-2	7	1.4	4	0	1
50	O=C(Nc1ccccc1N1CCCCC1)c1ncoc1-c1cccc(F)c1	x	-13	1	-1	18	0.2	-11	-1	-8
51	CC(=O)N(Cc1ccc(F)cc1)c1cccc(C)c1C	0	-6	0	-4	-8	3.1	-1	-1	-16
52	CCc1cccc(Nc2cc(C)nc3nc(C)nn23)c1	-14	-4	-1	-5	-6	0.5	0	-1	-2
53	c1ccc(Cn2ncc3ccccc32)cc1	-3	-19	-1	5	-3	1.9	-3	-3	-7
54	O=C(N/N=C/c1ccc(OC2CSC2)cc1)c1ccc(CN2CCOCC2)cc1	-3	-12	0	-7	19	0.0	-26	-1	-2
55	CN1C(=S)SC(/[N+]([O-])=C\c2ccco2)C1(C)C (configuration not stated)	-23	-16	-1	-2	2	0.2	-30	1	-8
56	COc1ccc(C2/C=C\CNCC(=O)N2Cc2ccc(F)cc2)cc1 (configuration not stated)	13	-22	1	-6	25	0.0	-1	1	-14
57	CCCOc1ccc(N2C(=O)CC(N(CCc3ccc(OC)cc3)C(=O)c3ccccc3)C2=O)cc1 (configuration not stated)	-1	-13	0	2	1	0.8	-10	-1	-21
58	COc1ccc(OC)c(C(=O)c2ccc(C(=O)c3cc(OC)ccc3OC)cc2)c1	-11	-5	0	-17[fluorescence artefact?]	-15	-0.5	32	0	-10
59	COc1ccccc1N1CCN(C(=O)c2c(-c3ccccc3Cl)noc2C)CC1	-19	-5	-1	-15[fluorescence artefact?]	0	0.0	-7	0	-2
60	Cc1ccc2[nH]c(=O)c(CNS(=O)(=O)c3ccccc3)c(-c3ccccc3)c2c1	5	3	1	-13	1	0.0	18	-1	-12
61	CCOC(=O)C1(Cc2cccc(F)c2)CCN(CC2CC2)CC1	-7	-9	1	-6	19	-0.6	9	-4	3
62	CCN(CC)c1ccc(S(=O)(=O)N2CCOCC2)cc1NC(=O)CN1CCc2ccccc2C1	0	16	-5	-31	5	2.8	-1	-3	-8
63	C=C(C)C(=O)NNc1ccccc1	-7	-14	3	-4	10	0.9	-2	-3	-7
64	Cc1cc(C)c2cc(CN(CCO)C(=O)NC3CCCCC3)c(=O)[nH]c2c1	7	-11	-4	7	28	1.4	-20	0	-10
65	COc1ccccc1Nc1ccc(C(=O)O)cc1[N+](=O)[O-]	-11	-9	-3	3	6	-1.4	8	-1	-2
66	CCOc1ccc2[nH]c(=O)c(CN(Cc3cccs3)C(CC)c3nnnn3C(C)(C)CC)cc2c1 (configuration not stated)	14	-16	-2	2	-9	0.7	-7	1	-16
67	Nc1ccc(C(=O)Nc2cccc(N)c2)cc1	-3	-12	4	-3	11	1.1	-9	-4	-6
68	Clc1ccccc1Nc1c2c(nc3ncnn13)CCC2	-4	-9	2	12	0	0.0	-12	3	4
69	O=C(CC1C(=O)NCCN1Cc1ccc(F)cc1)NCCCn1cccn1 (configuration not stated)	-7	12	x	-6	21	2.3	-9	x	4

# High-throughput results deposited in PubChem BioAssay by several laboratories.
